Screening results from PubChem.
NR2E3 ag-1: agonists of human nuclear receptor NR2E3. Q9Y5X4. GST-NR2E3/biotin-RetCOR TR-FRET, 1536-well. inhibition of corepressor binding, % at 4.78 µM. 320,000 tested, 0.12% active. AID 2300;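 active means percent inhibition above the cutoff of mean plus 3 SD of all tested compounds, set per screening campaign, cut at about 20% in these data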;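 further: 0% = DMSO wells and 100% = biotin wells as full block of FRET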
Target sequence (Q9Y5X4 whole entry, looked up): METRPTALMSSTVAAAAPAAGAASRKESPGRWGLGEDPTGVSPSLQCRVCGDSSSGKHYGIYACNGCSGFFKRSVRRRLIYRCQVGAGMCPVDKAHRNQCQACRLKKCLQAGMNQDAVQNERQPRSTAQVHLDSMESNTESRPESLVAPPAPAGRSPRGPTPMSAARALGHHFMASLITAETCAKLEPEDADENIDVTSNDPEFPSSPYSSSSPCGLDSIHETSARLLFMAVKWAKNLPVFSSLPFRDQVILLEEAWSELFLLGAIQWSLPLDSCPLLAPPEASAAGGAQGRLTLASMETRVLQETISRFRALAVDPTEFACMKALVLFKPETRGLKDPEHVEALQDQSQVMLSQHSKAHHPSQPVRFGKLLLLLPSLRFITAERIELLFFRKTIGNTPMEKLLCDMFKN
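Material – GST-tagged NR2E3 plus biotinylated RetCOR corepressor · Quantity – NR2E3 fusion 1.35 nM · Times – 5 h incubation at 4 °C · Medium – pH 7.5 Tris-based buffer · Technique – TR-FRET, Eu(K)-anti-GST donor, streptavidin-D2 acceptor, ex 340, em 617/671 nm · Benchmarks – high control biotin, low control 0.6% DMSO · Format – 1536-well plates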
TWEAK Fn14 block: TWEAK-Fn14 signaling inhibition; 360,000 tested, 2% active; TWEAK-stimulated Fn14 reporter cells, luciferase luminescence, 8 h; inhibition, % at 10 µM; in the data active means inhibition above about 50%
KKLEB cytotox: CF airway cell cytotoxicity counter-screen | KKLEB CF airway cells viability, ATPlite luminescence, overnight; active compounds read low; cells stimulated with P. aeruginosa culture filtrate | activity change (cytotoxicity), % at 5 µM | 360,000 tested, 0.36% active;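 active means corrected activity change at or below -50% at 5 µM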
CF NFkB inh: blocks PAF-induced NF-kB reporter in cystic fibrosis cells. KKLEB NF-kB-GFP reporter, GFP fluorescence overnight. inhibition, % at 5 µM. 360,000 tested, 0.86% active. AID 588850;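 active means at least 50% inhibition at 5 µM, scaled per plate between neutral and stimulator controls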;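 further: PAF is a Pseudomonas aeruginosa culture filtrate used as stimulus; plate controls were PAF-stimulated DMSO wells for no effect and unstimulated DMSO wells for full effect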
HIF-2a block: blocks HIF-2a reporter activity | inhibition, % at 18.8 µM | 360,000 tested, 0.72% active | 786-0 RCC cells HIF-2a reporter, luciferase luminescence, overnight;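 active means inhibition of the luminescence signal of 40% or more relative to plate controls, in a single-dose primary screen at 18.75 µM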
NR2E3 ag-2: human photoreceptor-specific nuclear receptor agonism; Q9Y5X4; CHO-S Gal4-NCOR/VP16-NR2E3 two-hybrid, luciferase; inhibition of corepressor binding, % at 3.98 µM; 360,000 tested, 0.35% active; AID 602229;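 active means inhibition above the mean of all tested compounds plus 3 SD, cut at about 70% in these data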;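 further: 0% = DMSO with NR2E3 transfected cells and 100% = cells lacking NR2E3 construct; higher means lower luciferase signal from less NR2E3 corepressor binding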
Peg3 promoter: inhibitors of Peg3 promoter. HeLa PEG-Prom luciferase reporter, luminescence, overnight. inhibition, % at 20 µM. 360,000 tested, 1.7% active. AID 588405;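 active means inhibition of at least 50% at 20 µM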
MITF TRPM1 inh: MITF TRPM1 promoter inhibition in SK-MEL-5 cells | SK-MEL-5 TRPM1 promoter luciferase, 24 h | inhibition, % at 12.5 µM | 330,000 tested, 0.83% active | AID 488899;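 active means mean inhibition across replicates of 60% or more, whatever share of single replicates reaches that level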; further: values of inactives mirror those of a sister screen read the other way
TROY signal inh: blocks TROY-dependent signaling in reporter cells; Q293 LMP1-TROYcd NF-kB luciferase reporter, 4 h; 360,000 tested, 0.98% active; inhibition, % at 10 µM;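 active means compounds whose plate-normalised and pattern-corrected inhibition of the luciferase reporter signal at the single screening dose is 50% or more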
Shn3 inh set2: inhibitors of Schnurri-3 3'UTR reporter in osteoblasts | Clone20 osteoblast Shn3 3'UTR firefly luciferase, 24 h | inhibition, % at 12.5 µM | AID 588674 | 360,000 tested, 0.52% active;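 active means mean inhibition of at least 75% with every replicate also reaching 75%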;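 further: 0% = median of neutral control wells and 100% = pilot-screen positive control compound; some compounds past the cut are filed as inactive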
TRAIL sens C8: caspase-8 TRAIL sensitization; 360,000 tested, 1% active; inhibition (viability loss, TRAIL sensitization), % at 10 µM; NB7+C8 cells + TRAIL, ATPlite viability luminescence;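 active means compounds causing at least 50% loss of cell viability in the single-dose screen, relative to plate controls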
Numbers without * were called inactive; / = no result given. The list is partial; the hit share may differ from the screen's.

SMILES	NR2E3 ag-1	TWEAK Fn14 block	KKLEB cytotox	CF NFkB inh	HIF-2a block	NR2E3 ag-2	Peg3 promoter	MITF TRPM1 inh	TROY signal inh	Shn3 inh set2	TRAIL sens C8
Cc1ccccc1OCC(=O)Nc1cc(S(=O)(=O)N2CCCCC2)ccc1N1CCN(C)CC1	-1	6	-11	-3	15	-9	8	-16	1	4	-9
CCN1CCN(Cc2ccc(NC(=O)c3cc(NC(=O)c4cncc(-c5cccs5)c4)cc(OC)c3)cc2C(F)(F)F)CC1	-2	-64	-16	35	-21	-5	31	/	8	98*	85*
c1cc(CNCCNCc2ccncc2)ccn1	/	6	15	-37	6	-17	9	3	21	-17	-10
Cc1noc(C)c1CSc1nc2cc(S(=O)(=O)N3CCOCC3)ccc2o1	4	-5	-1	8	16	18	11	1	-6	-11	-1
CCCN(C(=O)C1CSC2(C)CCC(=O)N12)c1c(N)n(Cc2ccccc2)c(=O)[nH]c1=O (stereo not drawn)	5	14	5	18	3	-14	1	5	19	-14	7
COc1cc(C)ccc1OCCOCCOc1cc(C)c(C)cc1Br	-2	-15	-19	23	-8	-15	8	12	-33	9	1
COc1ccc(NC(=O)NNC(=O)C(C)Oc2ccc3ccccc3c2)cc1OC (stereo not drawn)	5	-1	22	-12	6	4	5	-3	12	8	3
Cc1nn(-c2ccccc2)c2c1C(c1ccc(Br)s1)C(C#N)=C(N)O2 (stereo not drawn)	/	24	1	-1	-3	14	25	11	-7	18	-11
O=C(N/N=C/c1ccc([N+](=O)[O-])cc1)c1cc(C2CC2)nc2ccccc12	2	29	-10	-15	18	4	22	28	3	10	15
CCOC(=O)N1CCN(C(=O)c2ccc3c(c2)N(Cc2ccccc2)CCS3)CC1	3	10	-3	36	-1	-3	17	-6	12	9	10
COc1cccc(CNCc2ccccn2)c1OC	1	9	-5	8	8	5	-4	-1	10	-23	-14
Cc1nc(Sc2ccc(Br)cc2)c(C#N)c(C)c1[N+](=O)[O-]	0	28	-25	25	15	-2	13	-19	19	-8	12

Record cards, as listed above. Order of values: NR2E3 ag-1, TWEAK Fn14 block, KKLEB cytotox, CF NFkB inh, HIF-2a block, NR2E3 ag-2, Peg3 promoter, MITF TRPM1 inh, TROY signal inh, Shn3 inh set2, TRAIL sens C8
COc1ccc(NC(=O)NNC(=O)C(C)Oc2ccc3ccccc3c2)cc1OC (stereo not drawn) is entered as 5, -1, 22, -12, 6, 4, 5, -3, 12, 8, 3
Cc1nc(Sc2ccc(Br)cc2)c(C#N)c(C)c1[N+](=O)[O-] is entered as 0, 28, -25, 25, 15, -2, 13, -19, 19, -8, 12
CCN1CCN(Cc2ccc(NC(=O)c3cc(NC(=O)c4cncc(-c5cccs5)c4)cc(OC)c3)cc2C(F)(F)F)CC1 is entered as -2, -64, -16, 35, -21, -5, 31, /, 8, 98*, 85*
Cc1noc(C)c1CSc1nc2cc(S(=O)(=O)N3CCOCC3)ccc2o1 is entered as 4, -5, -1, 8, 16, 18, 11, 1, -6, -11, -1

Next compounds.
SMILES	NR2E3 ag-1	TWEAK Fn14 block	KKLEB cytotox	CF NFkB inh	HIF-2a block	NR2E3 ag-2	Peg3 promoter	MITF TRPM1 inh	TROY signal inh	Shn3 inh set2	TRAIL sens C8
CC(C)CCNC(=O)CN(Cc1ccc(F)cc1)C(=O)CCC(=O)Nc1ccccn1	0	-2	4	-4	14	4	-10	-3	-12	2	6
CC(c1ccccc1)n1cc(C(=O)NCCCn2ccnc2)nn1 (stereo not drawn)	0	6	-4	2	16	2	19	11	8	-9	-10
CC(C(=O)NCCC1=CCCCC1)N1C(=O)c2ccccc2C1=O (stereo not drawn)	1	15	-9	20	10	-8	14	1	2	-5	-2
CCOC(=O)C1(Cc2cccc(F)c2)CCN(CCCn2cccn2)CC1	0	-12	-1	16	7	-28	3	3	11	18	10
O=c1[nH]c(=O)n(C2OC(CO)C(O)C2O)c2c1CCCC2 (stereo not drawn)	/	-1	0	1	-2	4	3	/	6	7	-1
O=C(COn1nnc2ccc(Cl)cc21)Nc1ccc(F)cc1	-1	-22	-1	7	-1	-7	-11	1	6	-27	-2
Cc1ccc([C@H]2C[C@H](O)[C@@H](n3cc(COC(=O)c4ccccc4)nn3)CN2Cc2cccs2)cc1	/	8	-3	25	-3	-12	-1	/	-1	19	17
O=C(NNC(=S)Nc1ccc(F)cc1)C1CC1c1ccc(Cl)cc1 (stereo not drawn)	0	-7	-2	4	23	-3	22	-9	-1	9	5
COc1cccc(CN(C(=O)c2cnccn2)C(C(=O)NC2CCCCC2)c2cc(OC)c(OC)c(OC)c2)c1 (stereo not drawn)	0	-11	10	7	-2	-24	3	2	-12	0	-11
COc1ccc2[nH]c(=O)c(CN(CCO)C(=O)NCc3ccccc3)cc2c1	-1	2	-2	8	19	9	-1	-4	-24	1	12
c1ccc(-c2nnc(-c3ccccc3)c(-c3c[nH]c4ccccc34)n2)cc1	7	16	-1	3	8	-24	24	-17	-50	2	-13
CC1CC(C#N)N(N(C)C)C1=C(C#N)C#N (stereo not drawn)	3	0	14	-13	5	6	9	-24	7	7	7

Some of the entries so far, with bars between the fields:
Structure | NR2E3 ag-1 | TWEAK Fn14 block | KKLEB cytotox | CF NFkB inh | HIF-2a block | NR2E3 ag-2 | Peg3 promoter | MITF TRPM1 inh | TROY signal inh | Shn3 inh set2 | TRAIL sens C8
O=C(COn1nnc2ccc(Cl)cc21)Nc1ccc(F)cc1 | -1 | -22 | -1 | 7 | -1 | -7 | -11 | 1 | 6 | -27 | -2
Cc1ccccc1OCC(=O)Nc1cc(S(=O)(=O)N2CCCCC2)ccc1N1CCN(C)CC1 | -1 | 6 | -11 | -3 | 15 | -9 | 8 | -16 | 1 | 4 | -9
COc1cccc(CN(C(=O)c2cnccn2)C(C(=O)NC2CCCCC2)c2cc(OC)c(OC)c(OC)c2)c1 (stereo not drawn) | 0 | -11 | 10 | 7 | -2 | -24 | 3 | 2 | -12 | 0 | -11
COc1ccc2[nH]c(=O)c(CN(CCO)C(=O)NCc3ccccc3)cc2c1 | -1 | 2 | -2 | 8 | 19 | 9 | -1 | -4 | -24 | 1 | 12
COc1cccc(CNCc2ccccn2)c1OC | 1 | 9 | -5 | 8 | 8 | 5 | -4 | -1 | 10 | -23 | -14

(cont.)
SMILES	NR2E3 ag-1	TWEAK Fn14 block	KKLEB cytotox	CF NFkB inh	HIF-2a block	NR2E3 ag-2	Peg3 promoter	MITF TRPM1 inh	TROY signal inh	Shn3 inh set2	TRAIL sens C8
CSc1ncc(Cl)c(C(=O)Nc2nnc(SC)s2)n1	2	-32	10	-5	-3	-6	-1	5	5	5	18
Cc1[nH]c(=O)nc(SCc2ccc(Cl)c(Cl)c2)c1C#N	2	-12	-5	11	16	-13	45	-5	44	-5	0
O=C1CCC(C(=O)OCc2ccccc2)N1 (stereo not drawn)	4	3	7	5	1	-18	2	-3	-7	-6	-2
CCn1c2c(c3cc(Br)ccc31)CCC/C2=N\O	11	11	-7	10	14	12	10	-5	2	-11	-8
CCN(c1ccccc1)c1ncnc2c1cnn2-c1ccccc1	3	-17	-7	8	-317	-76	-226	/	-31	-17	23
COc1ccc(NC(=O)c2ccccc2NC(=O)C2CC=CCC2C(=O)O)cc1 (stereo not drawn)	/	-2	-1	-5	-4	-62	-14	-5	-44	-98	3
Nc1nc(-c2ccc([N+](=O)[O-])cc2)c(C(=O)Nc2ccc(Cl)cc2)s1	-1	-45	-2	-3	4	-4	13	4	14	13	1
COc1cc(CN2CCN(c3ccccc3C)CC2)cc([N+](=O)[O-])c1O	-5	-9	18	-11	20	-14	17	-3	-13	1	-6
O=C(CN(C(=O)c1ccccc1Cl)N1C(=O)C2C3C=CC(C3)C2C1=O)c1cccs1 (stereo not drawn)	6	-9	-6	2	2	-18	12	13	7	-21	15
O=C1CC(c2c(F)cccc2Cl)C2=C(COC2=O)N1 (stereo not drawn)	-2	-16	8	-3	-3	-7	7	11	-7	-2	-12
COc1cccc(CNn2cnnc2)c1OCc1ccc(F)cc1	1	-5	-2	-4	14	-16	16	-1	-15	3	-13
N=C1/C(=C/c2coc3ccccc3c2=O)C(=O)N=C2SC(c3ccco3)=NN12	-2	7	2	-4	12	-28	-2	/	-3	10	5

A draw from above in order of SMILES length, lowest first:
SMILES	NR2E3 ag-1	TWEAK Fn14 block	KKLEB cytotox	CF NFkB inh	HIF-2a block	NR2E3 ag-2	Peg3 promoter	MITF TRPM1 inh	TROY signal inh	Shn3 inh set2	TRAIL sens C8
c1cc(CNCCNCc2ccncc2)ccn1	/	6	15	-37	6	-17	9	3	21	-17	-10
CCN(c1ccccc1)c1ncnc2c1cnn2-c1ccccc1	3	-17	-7	8	-317	-76	-226	/	-31	-17	23
COc1ccc(NC(=O)NNC(=O)C(C)Oc2ccc3ccccc3c2)cc1OC (stereo not drawn)	5	-1	22	-12	6	4	5	-3	12	8	3

Carrying on.
SMILES	NR2E3 ag-1	TWEAK Fn14 block	KKLEB cytotox	CF NFkB inh	HIF-2a block	NR2E3 ag-2	Peg3 promoter	MITF TRPM1 inh	TROY signal inh	Shn3 inh set2	TRAIL sens C8
COc1ccc(-c2nc(SCC(=O)Nc3c(F)cccc3F)n[nH]2)cc1	0	-9	15	-26	-66	16	-34	-10	6	-19	9
CC(C)C(=O)Nc1cc(=O)[nH]c2ncnn12	1	-12	24	-1	3	-4	15	-5	-15	-8	1
CCCCc1cc(=O)oc2cc(C)cc(OCc3nn[nH]n3)c12	3	4	7	0	-2	12	-2	1	-10	-3	10
O=C(CC[C@H]1O[C@@H](n2ccc(=O)[nH]c2=O)[C@H](O)[C@@H]1O)NCCCc1ccccc1	/	-2	-8	15	7	-5	-1	/	-10	6	-4
COc1ccccc1N1CCN(C(=O)C2CC=CCC2C(=O)O)CC1 (stereo not drawn)	2	-18	0	0	14	-18	2	7	3	-30	2
NC(=O)Cn1cc(/C=N\NS(=O)(=O)c2ccccc2)c2ccccc21	/	8	0	6	18	-7	15	1	-19	-6	4
O=C(NCCc1ccccc1)c1ccc(Cl)nc1	1	17	1	-7	-187	-96	-97	-55	-33	-72	29
Cc1occc1C(=O)NNC(=O)C1CC1	8	14	-10	9	4	-24	-17	-4	-3	13	-11
Cc1ccc(OC(C)C(=O)Nc2ncc(Cl)cc2Cl)c([N+](=O)[O-])n1 (stereo not drawn)	/	0	4	12	-10	14	4	-7	-11	10	-2
O=S(=O)(NN=C1CCCCCCC1)c1ccccc1	/	-6	6	16	10	-14	1	/	5	-43	-2
Cc1ccc(C)c(CC(=O)N2CCCC(c3cc(C(=O)NCc4ccccc4)no3)C2)c1 (stereo not drawn)	/	-17	-2	6	7	-2	8	/	2	6	3
Cc1ccc(S(=O)(=O)N(C)C)cc1NC(=O)CSc1nc2ncc(Cl)cc2[nH]1	/	7	-8	24	-3	-1	9	5	-28	-13	8
Cc1noc(C)c1NC(=O)N(C)C[C@H]1Oc2c(NC(=O)Cc3ccccc3)cccc2C(=O)N([C@H](C)CO)C[C@@H]1C	/	-19	-10	-2	5	-8	-2	1	-18	-1	-15
Cc1ccc(C(=O)NC(=O)CSc2ncccc2C(=O)O)cc1	0	14	6	5	5	-16	7	9	11	0	-1
CCCNC(C)(C)COC(=O)c1ccccc1	-6	-18	3	-10	6	17	10	-11	-1	11	-1
